Screening data: PubChem BioAssay, National Center for Advancing Translational Sciences (NCATS)
Giardia kill: kills Giardia lamblia; activity change, % at 7.66 µM, hits read low; hit rate 0.15% among 340,000; Giardia lamblia trophozoite viability; in the data active = activity change below about -80%; inconclusive = between about -30% and that limit;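 note: parasites exposed to compound for two days anaerobically before the ATP read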
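Killing of trophozoites was scored by loss of ATP luminescence after a 48 hrs anaerobic exposure to compounds at 37 deg C, using 100 cells per well.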
KCNH2 3.1 block: blocks the human KCNH2 3.1 channel isoform. hit rate 0.95% among 340,000. U2OS KCNH2 3.1, thallium flux FluxOr; hits give low values. AID 720553. activity change, % (tested at about 1.8 µM);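 active = maximum activity change below -70%; inconclusive = maximum activity change from -70% to -50%; inactive = maximum activity change above -50%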;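 note: thallium influx rate constant from kinetic fluorescence after stimulation buffer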
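Channel expression came from 3.1 mutant virus (1.77 x 10^8 /mL) applied to suspended U2OS cells for 4 h. Flux was tracked with FluxOr dye plus Red40 quencher, and kinetic rate constants normalized to controls.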
Eya2 phos inh: inhibitors of human Eya2 phosphatase activity; O00167; recombinant Eya2, OMFP fluorescence dephosphorylation (OMFP is methylfluorescein phosphate); Potency, µM (series often up to 76.9 µM), for inactives: top-dose activity, negative = inhibition, usual class: inhibitors; hit rate 0.006% among 330,000; AID 488837; note: potency is the fitted concentration of half-maximal effect
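Eya2 (0.2 uM) preincubated 10 min at ambient with compound, then OMFP substrate added at 50 uM; 10 min reaction in 50 mM HEPES pH 7.5, 50 mM NaCl, 5 uM MgCl2, 0.05% BSA, 1 mM DTT. Fluorescence read at Ex 485/Em 525 nm.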
GALK inhibitor: blocks human galactokinase activity; AID 1868; Potency, µM (highest dose often 57.5 µM), for the others: at the highest dose activity change, negative = inhibition, hits mostly inhibitors; Purified GALK, Kinase-Glo residual ATP luminescence; hit rate 0.007% among 270,000; note: potency is the fitted concentration of half-maximal effect
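Luminescence from leftover ATP (Ultra-Glo luciferase/luciferin) served as read-out after a 1 h room-temperature reaction of 5 nM GALK with 35 uM ATP and 100 uM galactose.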
Chronic BCR inh: inhibitors of chronic active B-cell receptor signaling; Potency, µM (titrated, usually from 46.1 µM), for inactives: at the highest dose ratio change, negative = lower green/red ratio, actives largely listed as inhibitors; hit rate 0.05% among 340,000; AID 493014; ABC-DLBCL IkBa-CBG/CBR reporter, luminescence ratio, 4 h; active = well fitted inhibition curve with a large enough effect in the signal ratio, with a control signal flat, not every such curve was filed as active; inconclusive = small, poorly fitted or top-dose-only effect, or effect the other way, or a change in a side signal; the % refers to the signal ratio;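 note: potency is the fitted concentration of half-maximal effect; plate controls were basal doxycycline-induced cells for no effect and cells given 10 µM MG132 for full effect; MG132 reads +100%, hits lower the ratio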
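Doxycycline induced both beetle luciferases in TMD8 lymphoma cells; IKK-driven degradation limits the IkappaBalpha-fused green signal, while red luminescence normalises for cell number and nonspecific effects. Compounds tested up to 46 uM, 4 hrs.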
B2AR arrestin: agonists driving beta-arrestin recruitment to human beta2-adrenergic receptor | hit rate 0.02% among 330,000 | Potency, µM (titrated, usually from 46.1 µM), for the others: at the highest dose activation, actives largely listed as activators | beta-arrestin recruitment to beta2AR, cell-based reporter | P07550;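 note: potency is the fitted concentration of half-maximal effect; 0% = DMSO controls and full agonism = EC100 isoproterenol or metaproterenol; nearly all actives have a fitted effect of over 65% in size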
USP2a block: inhibitors of human ubiquitin-specific protease USP2a; Potency, µM (doses to about 38.3 µM), for the others: at the highest dose activity change, negative = inhibition, usual class: inhibitors; O75604; USP2 core, Ub-CHOP2 coupled fluorogenic reporter, 485/531; hit rate 0.01% among 330,000; AID 463254;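 note: potency is the fitted concentration of half-maximal effect; plate controls were DMSO wells for no effect and full inhibition by NEM control for full effect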
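Cell-free coupled assay: 10nM USP2 core preincubated 30min RT with compound in Tris-HCl pH 8.0/CaCl2/CHAPS buffer, then 25nM Ub-CHOP2 and 25nM reporter substrate; fluorescence (Ex 485/Em 531) read after 60min RT, normalized to NEM inhibition, concentration-response curves fitted.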
Coupling enz: coupling enzyme interference in Giardia aldolase counter-screen; coupling enzyme system counterscreen, AmpLite Red fluorescence; activity change, negative = inhibition, % at 58.2 µM, hits read low; hit rate 0.67% among 290,000; AID 2472; in the data active = activity change below about -30%
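Fluorescence at 525 nm excitation and 598 nm emission measured inhibition of the coupled detection system without aldolase. Compounds (at 57.5 uM final) were preincubated 10 min at room temperature with coupling enzyme reagent before a 20 min substrate/AmpLite Red step.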
hERG WT inh: KCNH2 (human, wildtype) channel inhibition; activity change, % at 1.84 µM; U2OS, BacMam KCNH2, thallium flux FluxOr; hits give low values; hit rate 0.37% among 340,000;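 active = maximum activity change below -70%; inconclusive = maximum activity change between -70% and -50%; inactive = maximum activity change above -50%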
Target sequence (Q12809 whole entry, looked up): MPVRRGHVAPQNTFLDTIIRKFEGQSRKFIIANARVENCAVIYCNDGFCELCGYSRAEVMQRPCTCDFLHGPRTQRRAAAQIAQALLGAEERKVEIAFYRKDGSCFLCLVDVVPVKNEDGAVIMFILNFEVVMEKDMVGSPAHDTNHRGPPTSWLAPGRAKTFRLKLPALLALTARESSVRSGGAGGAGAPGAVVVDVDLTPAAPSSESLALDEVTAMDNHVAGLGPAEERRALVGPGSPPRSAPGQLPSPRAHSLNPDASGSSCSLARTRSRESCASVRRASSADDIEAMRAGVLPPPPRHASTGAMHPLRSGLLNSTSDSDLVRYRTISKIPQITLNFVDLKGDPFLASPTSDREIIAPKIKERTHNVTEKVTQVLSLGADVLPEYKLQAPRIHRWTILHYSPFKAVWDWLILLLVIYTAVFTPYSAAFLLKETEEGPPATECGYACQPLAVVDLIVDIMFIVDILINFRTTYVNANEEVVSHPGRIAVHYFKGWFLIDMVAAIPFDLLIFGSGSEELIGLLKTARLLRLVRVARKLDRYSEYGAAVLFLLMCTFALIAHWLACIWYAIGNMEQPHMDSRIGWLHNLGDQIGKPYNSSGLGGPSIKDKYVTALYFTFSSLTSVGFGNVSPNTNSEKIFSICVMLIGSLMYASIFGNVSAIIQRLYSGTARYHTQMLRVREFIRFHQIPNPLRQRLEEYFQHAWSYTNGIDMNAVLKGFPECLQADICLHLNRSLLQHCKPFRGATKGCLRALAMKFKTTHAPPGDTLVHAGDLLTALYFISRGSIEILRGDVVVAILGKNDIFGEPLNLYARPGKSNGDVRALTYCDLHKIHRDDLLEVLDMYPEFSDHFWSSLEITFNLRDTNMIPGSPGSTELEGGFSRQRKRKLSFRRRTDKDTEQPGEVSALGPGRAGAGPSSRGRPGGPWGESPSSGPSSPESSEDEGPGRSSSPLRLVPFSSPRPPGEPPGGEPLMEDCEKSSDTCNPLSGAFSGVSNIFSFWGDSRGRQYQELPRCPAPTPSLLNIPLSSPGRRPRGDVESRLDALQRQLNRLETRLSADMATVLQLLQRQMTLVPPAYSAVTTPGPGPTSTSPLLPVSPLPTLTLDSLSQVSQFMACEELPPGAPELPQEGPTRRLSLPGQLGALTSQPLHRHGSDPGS
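U2OS cells transduced with wild-type KCNH2 virus are loaded with FluxOr dye for 45 min, and thallium flux is measured in kinetic reads before and after stimulation buffer. Rate constants are normalized to DMSO controls.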
PKM2 activator: PKM2 (human) enzyme activation | P14618 | purified PKM2, Kinase-Glo ATP luminescence, activation; response scale: 0% is enzyme alone, no compound | Potency, µM (highest dose often 57.5 µM), for inactives: at the top dose activation, usual class: activators | hit rate 0.34% among 260,000; note: potency is the fitted concentration of half-maximal effect; nearly all actives have a fitted effect of over 55% in size
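hPK-M2, >95% pure; 0.1 mM ADP / 0.5 mM PEP final; imidazole pH7.2 buffer w/ 7 mM MgCl2, 50 mM KCl; 1 h RT; Kinase-Glo lum. Intermediate enzyme activity for dual inhibitor/activator qHTS.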
uPA generation: cell surface uPA generation inhibition; Potency, µM (top dose mostly 38.3 µM), for the others: at the top dose activity change, negative = inhibition, hits mostly inhibitors; cell surface uPA generation assay, qHTS; hit rate 0.31% among 330,000; active = well fitted inhibition curve with a large enough effect; inconclusive = small, poorly fitted or top-dose-only effect; inactive = no such curve, though single readings can be large or run the other way; tested in mouse RAW 264.7 cells; note: potency is the fitted concentration of half-maximal effect; nearly all actives have a fitted effect of over 55% in size
Starred values were filed as active, the others as inactive; ? = inconclusive; nt = no result given; [ ] = another dose, or the depositor's remark. Unless noted, calls come from the whole dose curve; as a rule, active = well fitted curve in the direction sought with a large enough effect; inconclusive = small, poorly fitted or top-dose-only effect, or another doubt; inactive = no such curve, though single readings can be large; an effect the other way counts as inactive or inconclusive. Unless noted, % is set by controls: 0 for no effect and ±100 for the full control effect.

SMILES	Giardia kill	KCNH2 3.1 block	Eya2 phos inh	GALK inhibitor	Chronic BCR inh	B2AR arrestin	USP2a block	Coupling enz	hERG WT inh	PKM2 activator	uPA generation
O=C(O)c1ccccc1S(=O)(=O)c1ccccc1CO	-8	35	-4%	4%	0%	0.2%	3%	3	9	19%	5%
CCOc1ncccc1C(=O)OCC(=O)c1ccc(C)c(C)c1	-10	8	-14%	-4%	?	0.2%	0%	1	3	5%	4%
CC(C)(C)[C@H]1COC(=O)CCC/C=C/C[C@H](CC(=O)NCCO)C(=O)N1	0	nt	1%	nt	0%	-0.1%	4%	nt	nt	nt	11%
COCCNC(=O)C(c1ccc(F)cc1)N(C(=O)CCC(=O)Nc1ccccn1)c1cccc(C)c1 (stereo not given)	-7	4	-9%	4%	-7%	-0.2%	-2%	0	-2	0%	-3%
Cc1nnc(SCC(=O)NC(C)(C)C)n1NCc1ccc(Cl)cc1	-8	-11	-1%	11%	-2%	-0.7%	0%	1	-14	-9%	7%
CC(=O)Nc1ccc2nc(NC(=O)CS(=O)(=O)c3ccccc3)sc2c1	2	-14	37%	nt	?	-0.7%	1%	nt	5	nt	-1%
COc1ccc(-c2oc(=O)c3cc(OC)c(OC)cc3c2C#C[C@]2(O)CC[C@H]3[C@@H]4CCc5cc(OC)ccc5[C@H]4CC[C@@]32C)cc1	13	11	1%	nt	0%	0.3%	9%	nt	1	nt	0%
CCOC(=O)NC1=NCC(C)S1 (stereo not given)	-14	-3	10%	5%	-3%	-1.2%	3%	0	9	-1%	7%
CC(C)(C)c1ccc(S(=O)(=O)N2CCN(CCC#N)CC2)cc1	40[activator]	1	-36%	0%	6%	-0.7%	0%	2	-6	-1%	6%
c1ccc(Cn2cc(CN3CCCO3)c(-c3ccc4c(c3)OCO4)n2)cc1	-8	-1	-5%	1%	?	-0.3%	0%	-1	-4	10%	9%
Cc1cccc(CCNC(=O)c2cc(S(=O)(=O)N3CCCC3)cn2C)c1	-16	0	-2%	nt	?	-0.7%	0%	3	-2	-1%	5%
COc1ccc(S(=O)(=O)N2CCN(CCc3ccccc3)CC2)cc1	1	-3	-4%	-3%	?	-0.4%	-1%	12	11	2%[11.5 µM]	2%
CCOc1cc2[nH]c(=O)n(CCCC(=O)N(C)Cc3ccccc3)c(=O)c2cc1OCC	-7	20	-4%	11%	2%	-0.2%	1%	1	7	0%	2%
CC(C)NC(=O)CN1CCC(O)(c2ccccc2)CC1	26	11	-1%	0%	0%	0.3%	0%	0	-6	-8%	1%
CSc1ccc(CCNC(=O)C2CCCN(c3ncnc4c3nc3n4CCCCC3)C2)cc1 (stereo not given)	-7	-3	2%	0%	6%	-0.4%	0%	0	2	nt	-3%
O=C(O)CC/C(=N/Nc1ccc([N+](=O)[O-])cc1)C(=O)O	-4	-7	-1%	0%	?	-0.7%	0%	11	-10	0%	1%
CCOC(=O)c1[nH]c(C)c(C(=O)c2cc(F)ccc2F)c1C	-1	1	-4%	-4%	?	0.2%	-1%	1	-3	-4%	nt
CN(C)CCNC(=O)C(C(=O)c1ccc(F)cc1)n1ccccc1=O (stereo not given)	7	2	0%	5%	-6%	0.1%	3%	2	-8	-7%	2%
CCCCN(C)CC(O)Cn1cc(/C=C/C(=O)c2ccc(C)cc2)c2ccccc21 (stereo not given)	25	-21	-11%	nt	?	-1.1%	-7%	0	28	nt	0%
Cc1ccnc(SCC(=O)c2ccc([N+](=O)[O-])cc2)n1	-1	9	-21%	1%	?	-0.8%	2%	0	-3	-2%	3%
CC(=O)N1CCc2cc(S(=O)(=O)N3CCCCCC3)ccc21	17	-16	-6%	0%	?	0.1%	0%	nt	-5	nt	1%
COc1ccc(COC(=O)C2CCN(S(=O)(=O)c3ccc(Cl)cc3)CC2)cc1	-22	9	-26%	nt	2%	-0.1%	6%	nt	-6	nt	-1%
O=C(NCC(c1cccs1)N1CCOCC1)c1cc2ccccc2oc1=O (stereo not given)	0	1	8%	nt	2%	-2.0%	1%	nt	4	nt	10%
Cc1cc(=O)[nH]c(N/N=C/c2ccc(F)cc2)n1	7	20	8%	nt	9%	-0.4%	0%	0	-12	nt	5%
Cc1ccc(NC(=S)N2CCCC(c3nc4ccccc4[nH]3)C2)cc1 (stereo not given)	-22	-5	-28%	0%	-1%	-1.2%	-2%	-1	nt	-3%	5%
O=C(NCCN1CCCCC1)c1cc(OCC(F)(F)F)ccc1OCC(F)(F)F	-8	5	10%	2%	-1%	0.0%	5%	-4	26	0%	4%
COc1ccc(C2C3=C(CC(C)(C)CC3=O)N(C)C3=C2C(=O)CC(C)(C)C3)cc1	6	6	14%	-1%	0%	0.2%	-4%	0	1	-2%	-3%
CC1Sc2ccc(S(=O)(=O)N3CCN(c4ccccc4)CC3)cc2NC1=O (stereo not given)	-3	-4	-3%	-7%	?	-0.8%	-1%	nt	3	nt	?
COc1cccc(N2CCN(C(=O)C3CCCN(S(=O)(=O)c4ccc5c(c4)oc(=O)n5C)C3)CC2)c1 (stereo not given)	10	8	-13%	7%	-6%	-0.8%	0%	0	1	6%[0.46 µM]	-29%
COC(=O)c1ccccc1S(=O)(=O)N1CCC(C(=O)N2CCC2)CC1	-8	-10	20%	nt	-5%	0.1%	-1%	nt	5	nt	11%
COc1ccc(-c2c(-c3ccccc3OC)oc3ccccc23)cn1	-11	nt	13%	nt	15%	-1.1%	3%	nt	nt	nt	7%
O=C(c1cccs1)N(C(=O)c1cccs1)c1ccccn1	9	9	3%[15.4 µM]	2%	14%	0.3%	-5%	1	4	-13%	-5%
NC(CO)C12CC3CC(CC(C3)C1)C2 (stereo not given)	-21	29	-6%	0%	0%	-0.1%	-1%	0	0	-3%	-18%
CSc1sc(C(=O)NC(=O)NCc2cccnc2)c(C)c1-c1ccon1	4	3	-1%	nt	-5%	-0.5%	-2%	2	-1	18%	3%
Cn1c(=NC(=O)C(C)(C)C)sc2cccc(F)c21	-1	5	1%	2%	?	0.4%	0%	4	-10	0%	-17%
CC(=O)Nc1ccc(NC(=O)COC(=O)C2CCCCC2)cc1	20	1	-5%	nt	1%	-1.7%	0%	nt	-19	nt	-1%
Cc1cc(C)c(S(=O)(=O)N2CCCCC2CCNC(=O)C(=O)NC2CC2)c(C)c1 (stereo not given)	-6	-9	-2%	nt	10%	-0.4%	0%	nt	0	nt	?
NS(=O)(=O)c1cnccc1Nc1ccc(Cl)c(Cl)c1	4	14	-1%	1%	-6%	-0.3%	1%	1	-12	-2%	-5%
CC(=O)C[C@H](O)CC(=O)[C@H]1OC(=O)CCCCC/C=C/Cc2ccccc21	28	-6	2%	nt	0%	0.1%	0%	nt	1	nt	?
COC(=O)CN1C(=O)[C@H]2[C@@H](/C=C/c3ccccc3)N3C(=O)CN(Cc4ccccc4)C(=O)[C@@]3(Cc3ccccc3)[C@H]2C1=O	-6	-26	0%	nt	3%	0.2%	3%	-1	11	2%	-24%
O=C(O)C1CC(O)CN1c1nc(Cl)ccc1[N+](=O)[O-] (stereo not given)	2	7	-6%	-2%	3%	-0.4%	-1%	-4	5	1%	5%
C[n+]1cccc2cccc([O-])c21	17	28	-10%	?	8%	0.0%	2%	-45*	1	12%	8%
N=c1c(C(=O)NCC2CCCO2)cc2c(=O)n3ccccc3nc2n1Cc1ccccc1 (stereo not given)	6	-13	-1%	1%	8%	-0.1%	3%	-4	10	nt	-2%
COc1ccccc1CCNC(=O)C(=O)c1cn(CC(=O)N2CCOCC2)c2ccccc12	16	-5	-11%	2%	?	-1.0%	0%	nt	-29	nt	-3%
Cc1nn(-c2ccc(F)cc2)c(Cl)c1/C=C1\C(=O)Nc2ccccc21	14	-6	0%	0%	4%	1.0%	1%	-1	-4	9%	-5%
CCCCn1c(=O)n(C)c(=O)c2c(C(F)(F)F)cc(-c3ccncc3)nc21	19	16	3%	0%	?	0.3%	1%	5	-5	3%	4%
CCOC(=O)N1CCN(C(=O)c2cn(C)c3ccc(S(=O)(=O)N4CCOCC4)cc3c2=O)CC1	-10	5	9%	0%	1%	0.4%	2%	nt	-21	nt	?
Cc1ccc(C)c(CN2C(=O)C3(OCCCO3)c3ccccc32)c1	2	-4	8%	3%	-2%	-0.1%	3%	1	-1	-1%	nt
Cc1cc(=O)n2c3ccccc3n(CC(O)CN3CCC(C)CC3)c2c1C#N (stereo not given)	6	8	-11%	0%	6%	0.3%	-1%	1	-1	-2%	0%
COc1cccc(-c2nc(N3CCN(c4ccccc4)CC3)c3ccccc3n2)c1O	-7	-8	6%	4%	0%	0.0%	-2%	1	2	-2%	1%
